Rac1 GTP hydrolysis: MgcRacGAP GTPase-activating activity inhibitors, confirmation, biochemical, ADP Hunter fluorescence; MgcRacGAP-stimulated Rac1 GTP hydrolysis, ADP Hunter fluorescence; higher % means a stronger effect; GST-tagged Rac1 F28L mutant substrate; inhibition, % at 30 µM; hits with a dose series show IC50 in µM; hit rate 0.6% among 340,000; AID 624330;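 active = first-screen hits whose inhibition reached a set limit at any dose in the follow-up dose series; inconclusive = inhibition above the set first-screen limit but never retested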;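 also: fluorescence reports GDP produced by GAP-driven GTP hydrolysis; strong numbers were not always called active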
* = called active by the depositor; ? = inconclusive. An excerpt. The share of hits here may be higher or lower than overall.

SMILES	Rac1 GTP hydrolysis
O=c1cc(CO)[nH]nc1CO	-6.2%
Nc1ccc2ccccc2c1C(=O)c1ccccc1	3.8%
CC(C)CCCCCCCCCCCCC(=O)NCC(=O)NC1C(C)OC(Nc2ncnc3nc[nH]c23)C(O)C1O (stereo not given)	1.7%
Cc1ccc(S(=O)(=O)N2CCN(C(=O)c3ccc(-n4cncn4)c([N+](=O)[O-])c3)CC2)c(C)c1	25.1%
COc1ccc(/C=C(/NC(=O)c2ccco2)C(=O)NCc2ccco2)cc1	17.9%
O=C(Cc1cccc(NC(=O)C2CCCN(C(=O)C3CCCCC3)C2)c1)Nc1cccc(C(=O)N2CCOCC2)c1 (stereo not given)	10.3%
CSc1nc2[nH]c(=O)n(O)c(=O)c2n1Cc1ccccc1	-6.9%
COc1ccc(OC)c(NC(=O)CSc2ncnc3sc(C)cc23)c1	7.7%
Cc1cccc(N2C(=O)C=CC2=O)c1	4.8%
CCOC(=O)N(Cc1ccccc1)C1CC1	-0.3%
CCc1nc(SCC(=O)N2CCc3ccccc32)c2oc3ccccc3c2n1	8.4%
C[C@@H]1CN([C@@H](C)CO)C(=O)CCCn2nncc2CO[C@@H]1CN(C)S(=O)(=O)c1ccc(Oc2ccccc2)nc1	14.2%
COC(=O)[C@@H](NCc1ccc(B(O)O)cc1)C(C)C	7.8%
Cc1cccc(NC(=O)COC(=O)c2nn(-c3ccccc3C(F)(F)F)cc2O)c1C	15.6%
C[C@@H]1CCCCO[C@H](CN(C)Cc2ccc(Cl)c(Cl)c2)[C@@H](C)CN([C@H](C)CO)C(=O)c2cc(N(C)C)ccc2O1	23.7%
O=C1C=CC(=O)N1c1ccccc1N1C(=O)C=CC1=O	62.2µM*
O=C(O)c1ccc(-n2ncc(Cl)c(Cl)c2=O)cc1	7.1%
CN(c1ccccc1)S(=O)(=O)c1ccc(Cl)c(C(=O)OCC(=O)c2c(N)n(C)c(=O)n(C)c2=O)c1	0.9%
COc1ccc(NC(=O)CSc2nnc3n2CCCCC3)cc1S(=O)(=O)N(C)C	24.6%
O=C(COC(=O)CNC(=O)c1ccccc1)NC12CC3CC(CC(C3)C1)C2	12.4%
CCN1C[C@@H]2[C@@H]3C(=O)N(C)C(=O)[C@@H]3[C@](C)(C1=O)N2C(=O)c1ccc(Cl)cc1	13.2%
O=C(c1cc(COc2cccc(C(F)(F)F)c2)on1)N1CCCC1	7.6%
CCOc1cc2[nH]c(=S)n(CCC(=O)NC3CCCCC3)c(=O)c2cc1OCC	-13.0%
Cc1cc(C)cc(NC(=O)COC(=O)C2CC3C=CC2C3)c1 (stereo not given)	-38.6%
COc1cc(CC(CC(=O)c2ccc3c(c2)OCO3)C(=O)O)cc(OC)c1OC (stereo not given)	0.5%
CC(C)=N/N=C1/NC(=O)C(c2ccc(Cl)cc2)S1 (stereo not given)	1.5%
Cn1c(=O)c2nc(NCc3ccccc3)sc2n(C)c1=O	5.0%
C[C@@H]1CN([C@@H](C)CO)C(=O)CCCn2nncc2CO[C@H]1CN(C)C(=O)Nc1cccc(Oc2ccccn2)c1	6.5%
O=C(Nc1ccc2ccccc2c1)c1cccc2ccccc12	4.5%
NC(=O)c1ncn([C@@H]2O[C@H](CNCc3cccn3-c3ccncc3)[C@@H](O)[C@H]2O)n1	-28.7%
Nc1nc(N)c(N=Nc2ccccc2)c(=O)[nH]1	2.3%
COc1ccccc1C#CC1=CC(=O)C[C@H](c2ccc(F)cc2)C1	16.4%
COc1ccccc1C(=O)NC(=O)COC(=O)c1cnccn1	15.4%
Cc1ccc(-n2nc(C)c3c2C(Br)C(C)(C)CC3=O)nc1 (stereo not given)	3.1%
Cc1cnc(NC(=O)c2cc(-c3ccccc3)nn2-c2ccccc2)s1	5.2%
Cc1cc(OCC(=O)OCC(=O)N2CCCc3ccccc32)ccc1Cl	-33.0%
O=S1(=O)C[C@@H](N2CCC(Cc3ccccc3)CC2)[C@H](COCc2ccccc2)N1	12.1%
CN1CCN(S(=O)(=O)c2ccc(Cl)c(C(F)(F)F)c2)CC1	6.9%
CC(=O)NC1CC2CCCC(C1)N2C(=O)Nc1cccc(Cl)c1 (stereo not given)	11.9%
O=C(c1cccc(S(=O)(=O)N2CCOCC2)c1)N1CCN(c2ncccn2)CC1	1.7%
O=C(Cc1ccc(NC(=O)C2CCCN(C(=O)C3CC3)C2)cc1)Nc1cccc(C(=O)N2CCCC2)c1 (stereo not given)	9.9%
O=C1c2cccc3c2C2(O)c4c1cccc4C(=O)c1cccc(c12)C3=O	22.7%
COc1ccc(CN2CCC[C@]3(N[C@H](c4ccc(C)cc4)[C@@H]4C(=O)N(Cc5ccccc5)C(=O)[C@@H]43)C2=O)cc1	13.4%
C=C1[C@H](C)CN(S(=O)(=O)C(C)(C)C)[C@H]1CCO	5.2%
COc1cccc(CC(=NO)c2cccc(OC)c2)c1	-1.1%
CNC(=O)C[C@H]1C(=O)N(CCc2ccccc2)C[C@@H]1c1ccc(OC)cc1	15.8%
CCNc1ncnc2c1cnn2C1CCCCO1 (stereo not given)	6.8%
COc1ccc(CC(=O)NCc2ccccc2F)cc1S(=O)(=O)N1CCOCC1	4.8%
O=S(Cc1ccc(Cl)cc1)c1ccccc1 (stereo not given)	2.5%
Cc1ccc(-c2cc(C(=O)NCC3(N(C)C)CCCCC3)c3ccccc3n2)o1	8.8%
Cc1ccccc1S(=O)Cc1ccc(C(=O)N2CCN(C3CCCCC3)CC2)o1 (stereo not given)	0.6%
CN(c1ccccc1)S(=O)(=O)c1cc(C(=O)Nc2ccccc2N2CCOCC2)ccc1Cl	7.9%
COc1ccc(C(C)=O)cc1OCc1ccccc1	6.5%
CC(OC(=O)C1CCN(S(=O)(=O)c2ccc3c(c2)OCCO3)CC1)C(=O)NC1(C#N)CCCCC1 (stereo not given)	3.8%
COc1ccc2nc(-c3ccccc3)[nH]c(=O)c2c1	2.2%
Cc1ccc(NC(=O)c2ncn(CCCNCCCN(C)C)n2)cc1C	-1.1%
CN(C)c1ccc(C(c2ccc(N(C)C)cc2)C(O)c2ccccc2)cc1 (stereo not given)	17.8%
O=C(O)c1ccc(Cl)c(NC(=O)C2CCN(S(=O)(=O)c3ccc4c(c3)OCCO4)CC2)c1	11.2%
CC(C)(C)OC(=O)NCCCCCNC(=O)c1ncn2c1c(=O)[nH]c1ccccc12	9.1%
O=C(NCCc1ccc(F)cc1)C1CCC(=O)N(CC2CCCCC2)C1 (stereo not given)	6.9%

Continued.
SMILES	Rac1 GTP hydrolysis
COc1ccc(C(CNC(=O)c2cc(S(=O)(=O)Nc3cccc(C)c3)ccc2C)N2CCCC2)cc1 (stereo not given)	3.7%
CN(Cc1ccccc1)C(=O)c1ccc(NC(=O)Cc2ccc(NC(=O)C3CCN(C(=O)c4ccccc4)CC3)cc2)cc1	1.4%
Cc1ccc(OCCC(=O)NNC(=O)c2ccncc2)cc1	8.8%
CNC(=O)C1CC(=O)N(c2ccc(OCC(=O)Nc3ccccc3)cc2)C1 (stereo not given)	5.6%
Cc1ccc(S(=O)(=O)N2C[C@]3(O)C[C@@H]4C(=O)N(c5ccccc5)C(=O)[C@@H]4C[C@]3(OC(=O)Nc3c(C)noc3C)C2)cc1	11.3%
O=C(c1ccccc1)c1ccsc1C(=O)c1ccccc1	-12.7%
CCN(CC)C(=O)C1=C(C)N(Cc2ccccc2)C(=O)C(CC(=O)NCC2CCCCC2)C1 (stereo not given)	-0.4%
CC#CCOCC1CN(C)C(=O)O1 (stereo not given)	3.5%
CCc1ccc([C@@H]2C[C@H]3[C@@H](CN2S(=O)(=O)c2ccc(C)cc2)C(=O)C[C@@H](c2ccc(Cl)cc2)N3S(=O)(=O)c2ccccc2C)cc1	12.6%
CC(c1ccon1)N(C)C(=O)c1cccc(OC2CCN(S(C)(=O)=O)CC2)c1 (stereo not given)	12.0%
C=CC(=O)Nc1cccc(N(C)c2ccnc(Nc3ccc(N4CCN(C)CC4)cc3)n2)c1	?
CCN(C(=O)COC(=O)/C=C/c1nc2ccccc2s1)c1c(N)n(Cc2ccccc2)c(=O)[nH]c1=O	3.0%
Nc1nc(N)nc(C2C=CCCC2)n1 (stereo not given)	1.2%
Cc1cn(CC(=O)NCCc2c[nH]c3ccccc23)c(=O)[nH]c1=O	-0.9%
O=C1[C@H](Cc2ccccc2)NCCCC[C@@H](c2ccco2)N1Cc1ccccc1	-1.1%
CCN1CCN(C(=O)c2cc(COc3ccc(F)c(F)c3)on2)[C@@H](C)C1=O	4.6%
CCc1ccc(N2CC(C(=O)OCC(=O)N(CC)c3c(N)n(Cc4ccccc4)c(=O)[nH]c3=O)CC2=O)cc1 (stereo not given)	7.4%
COc1ccc2c(c1)OC[C@H]1[C@H]2N2C(=O)CN(Cc3ccccc3)C(=O)[C@@]2(C)[C@H]1c1ccccc1	-5.6%
NC(=O)C1(C(=O)O)OC1(c1ccc(Cl)cc1)c1ccccc1Cl (stereo not given)	3.8%
CC1CN(Cc2ccco2)C(=S)NC1=O (stereo not given)	3.9%
O=CC(O)C1OC(=O)C(O)C1O (stereo not given)	2.1%
O=C(c1noc2c1CCCCC2)N1CCN(C(c2ccccc2)c2ccccc2)CC1	8.8%
O=C(CNC(=O)OCc1ccccc1)OC(c1ccccc1)c1ccccc1	5.9%
O=C1C=CC(=Nc2ccc3c(c2)Cc2ccccc2-3)O1	43.5%
CCCCCCN1C[C@@H](n2cc(COC(=O)c3ccccc3)nn2)[C@H](O)C[C@@H]1c1ccc(C)cc1	11.8%
Cc1cc(C)n2nc(C(=O)OCC(=O)NC3CCS(=O)(=O)C3)nc2n1 (stereo not given)	9.2%
O=c1ccc(=O)n(CCc2ccccn2)[nH]1	3.4%
Cn1c(SSc2ccc(-c3cccnc3)n2C)ccc1-c1cccnc1	28.7%
COc1ccc(NC(=O)C[C@H]2C(=O)N(c3ccccc3)C[C@@H]2C)cc1	10.2%
CC(=O)C1=C(O)C2(C)c3c(O)c(C)c(O)c(C(C)=O)c3OC2CC1=O (stereo not given)	4.8%
N#CC1=C(SCC(N)=O)NC(=O)CC1c1cccc2ccccc12 (stereo not given)	-3.8%
C[C@@H]1CN([C@@H](C)CO)S(=O)(=O)c2ccc(Br)cc2O[C@H]1CN(C)Cc1ccc(-c2ccccc2)cc1	8.9%
O=C(O)C1=C(C(=O)O)C2CCC1C2	4.5%

High-throughput results deposited in PubChem BioAssay by Southern Research Specialized Biocontainment Screening Center.
